S1P3 antag = S1P3 receptor antagonists, primary screen, cell-based; 0.27% of 170,000 active; inhibition, % at 4.98 µM; AID 485, 2006; CHO S1P3 NFAT-BLA reporter, FRET fluorescence, antagonist mode; Sphingosine 1-phosphate receptor 3 (Homo sapiens), Q99500;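 active = inhibition above the plate cutoff, the mean inhibition of test wells on that plate plus 3 SD, cut at about 28% in these data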;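 also: cells challenged with S1P at its EC80 of 0.8 µM; blue over green emission ratio from cleaved BLA substrate after 4 h stimulation; 0% = S1P-stimulated wells and 100% = unstimulated DMSO-only wells; some compounds past the cut are filed as inactive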
Target sequence (Q99500 whole entry, looked up): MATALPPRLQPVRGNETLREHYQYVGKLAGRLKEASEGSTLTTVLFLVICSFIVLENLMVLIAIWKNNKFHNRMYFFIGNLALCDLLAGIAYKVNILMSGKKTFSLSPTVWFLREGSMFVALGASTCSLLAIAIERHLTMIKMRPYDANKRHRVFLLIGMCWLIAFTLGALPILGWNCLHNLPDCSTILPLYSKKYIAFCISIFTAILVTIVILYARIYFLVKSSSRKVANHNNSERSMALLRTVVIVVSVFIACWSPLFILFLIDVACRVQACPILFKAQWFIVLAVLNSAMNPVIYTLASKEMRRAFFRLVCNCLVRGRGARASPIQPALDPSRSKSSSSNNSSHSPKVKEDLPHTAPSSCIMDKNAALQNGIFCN
HMGR II inh = inhibitors of E. faecalis class II HMGR, primary screen, biochemical, Enterococcus faecalis; HMG-CoA reductase (Enterococcus faecalis, mvaE); inhibition, % at 10 µM; 0.41% of 190,000 active; purified E. faecalis HMGR, NADPH absorbance 340 nm kinetic; AID 1066, 2008;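 active = inhibition above a set limit, the median over all tested compounds plus 3 SD, cut at about 9.5% in these data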;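 also: enzyme runs in reverse so mevalonate oxidation gives rising NADPH absorbance; 0% = complete reaction with DMSO and 100% = background rate lacking mevalonate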
RAM network inh = inhibitors of the yeast RAM network, primary screen, dse1pr::URA3 reporter, 5-FOA selection | S. cerevisiae dse1pr::URA3 reporter, 5-FOA growth OD615, 2 d; analog-sensitive cbk1-as2 kinase mutant strain | inhibition, % at 50 µM | 1.8% of 190,000 active;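 active = inhibition above a set limit, 3 SD over mean compound inhibition, cut at about 8.4% in these data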;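 also: 0% = DMSO-only wells with no growth and 100% = 10 µM 1-NA-PP1 full growth; inhibition rescues growth on 5-FOA so higher OD means more RAM inhibition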
TNAP inh hiacc = human TNAP enzyme inhibitors, primary screen, biochemical, luminescent, high phosphate acceptor level, uHTS | Alkaline phosphatase, tissue-nonspecific isozyme (Homo sapiens), P05186 | purified TNAP, CDP-star luminescence, 1 M DEA | inhibition, % at 20 µM | 0.03% of 200,000 active | AID 1135, 2008;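 active = over 50% inhibition of tissue-nonspecific alkaline phosphatase at 20 µM in the single-dose screen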;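 also: plate controls were DMSO wells for no effect and EDTA-quenched wells as full inhibition for full effect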
Target sequence (P05186 whole entry, looked up): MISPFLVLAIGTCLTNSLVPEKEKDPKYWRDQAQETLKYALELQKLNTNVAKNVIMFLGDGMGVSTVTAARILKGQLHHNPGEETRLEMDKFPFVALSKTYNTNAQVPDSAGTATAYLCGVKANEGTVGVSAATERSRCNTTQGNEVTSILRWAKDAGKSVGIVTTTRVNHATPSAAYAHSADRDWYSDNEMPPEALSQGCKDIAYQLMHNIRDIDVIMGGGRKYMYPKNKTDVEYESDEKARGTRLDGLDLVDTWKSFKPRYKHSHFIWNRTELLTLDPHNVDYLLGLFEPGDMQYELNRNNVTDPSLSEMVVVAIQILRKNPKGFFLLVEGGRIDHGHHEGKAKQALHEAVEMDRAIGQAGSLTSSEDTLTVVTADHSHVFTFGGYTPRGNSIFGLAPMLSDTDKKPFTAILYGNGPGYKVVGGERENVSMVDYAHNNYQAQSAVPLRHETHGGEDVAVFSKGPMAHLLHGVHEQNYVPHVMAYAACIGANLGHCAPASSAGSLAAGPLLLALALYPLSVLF
TNAP inh no acc = human TNAP enzyme inhibitors, primary screen, biochemical, luminescent, no phosphate acceptor, uHTS | Alkaline phosphatase, tissue-nonspecific isozyme (Homo sapiens), P05186 | purified TNAP, CDP-star luminescence, 30 min | inhibition, % at 20 µM | 0.26% of 200,000 active | AID 1012, 2008;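 active = tissue-nonspecific alkaline phosphatase inhibition above about 50% at 20 µM in the single-dose screen, limit read from the data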;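 also: 0% = DMSO negative control and 100% = EDTA positive control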
L major viab = Leishmania major promastigote growth inhibition, primary screen | inhibition, % at 10 µM | 9% of 200,000 active | Leishmania major promastigotes, resazurin fluorescence viability; in the data active = inhibition above about 50%;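 also: promastigotes grown with compound for 44 hours at 28 °C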
PMI activator = activators of human PMI, primary screen, biochemical, fluorescence intensity, near-Km mannose 6-phosphate | Mannose-6-phosphate isomerase (Homo sapiens), P34949 | purified human PMI, coupled resazurin fluorescence, 20 min; active compounds read high; 1 = vehicle control, 0 substrate-free wells | activation factor at 20 µM | 0.005% of 190,000 active;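 active = activation factor of 2 or more at 20 µM, relative to plate controls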
PMI act hi M6P = human PMI activators, high substrate, primary screen, biochemical, fluorescence intensity, near-saturating mannose 6-phosphate; 0.34% of 190,000 active; activation factor at 20 µM; Mannose-6-phosphate isomerase (Homo sapiens), P34949; coupled PMI enzyme assay, resazurin fluorescence, 20 min; active compounds read high; 1 = untreated enzyme, 0 = substrate-free blank;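 active = activation factor of 2 or more at 20 µM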
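Material: human phosphomannose isomerase with PGI, G6PDH, diaphorase coupling enzymes / Reagent: Man-6-P substrate 1.0 mM / Dosing: single compound dose of 20 µM, 1% DMSO final / Incubation: enzyme reaction with compound 20 min at room temperature / Signal: resorufin fluorescence (Ex 544/Em 590 nm) from resazurin via diaphorase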
Hsp70 activator = Hsp70 transcriptional activators, primary screen, cell-based, HeLa, Hsp70 promoter luciferase, luminescence, 10 µM | 0.04% of 200,000 active | AID 1203, 2008 | activation, % at 10 µM | HeLa Hsp70 promoter luciferase reporter; scaled: vehicle 0, proteasome-inhibitor control 100%;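 active = activation above the mean across all tested compounds plus 3 SD, cutoff set per campaign, cut at about 5.5% in these data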;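 also: 100% = MG132 at 30 µM as the positive control and 0% = DMSO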
DTT redox prof = compounds producing H2O2 with reducing agent – biochemical, NIH compound library profiling, artefact control for MLSCN library redox annotation, primary screen; DTT-dependent redox cycling H2O2, phenol red/HRP absorbance; 100% = 100 µM peroxide control, 0% = buffer; activation, % at 10 µM; 0.03% of 200,000 active; AID 878, 2007;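 active = activation of at least 50% relative to the plate's high and low controls in the primary single-dose screen; inactive = activation below 50%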;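 also: compound incubated with DTT at 0.8 mM final as the reducing agent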
* = called active by the depositor; . = no result given.

Each structure is followed by: S1P3 antag | HMGR II inh | RAM network inh | TNAP inh hiacc | TNAP inh no acc | L major viab | PMI activator | PMI act hi M6P | Hsp70 activator | DTT redox prof
CCCOCC1CC2(CC(C)(c3csc(N)n3)OC2=O)C(=O)O1 (stereo unspecified)
    . | -1.5 | 2.7 | -3.0 | -12.6 | -8.3 | 1 | 1 | -0.1 | 0.3
OCCN(Cc1ccccc1)Cc1ccc(Cl)cc1
    . | 0.9 | 2.1 | -8.6 | -14.1 | 78.8* | 0.9 | 1 | 0.1 | -0.1
Cc1nn(C)c(C)c1S(=O)(=O)N1CCC(C(=O)NC(C)c2ccccc2)CC1 (stereo unspecified)
    1.8 | 0.2 | 1.5 | 2.1 | 11.5 | -7.7 | 0.9 | 1 | -0.3 | -2.4
CCOC(=O)Cn1nc(/C=C/c2ccc(C(C)C)cc2)ccc1=O
    . | -6.0 | 0.3 | -4.2 | -6.9 | -6.0 | 0.9 | 0.9 | -0.2 | 2.6
COc1ccc(-c2nn(-c3ccccc3)cc2CNCc2cccnc2)c(F)c1
    -0.1 | -6.3 | -0.1 | -0.7 | -5.1 | 13.2 | 1 | 1.1 | 0.0 | -0.5
CCOC(=O)C(NC(=O)CC(C)C)(Nc1cc(C)on1)C(F)(F)F (stereo unspecified)
    -24.6 | -1.6 | 0.0 | -4.5 | -13.1 | -2.6 | 1 | 1 | 0.3 | -0.9
Cn1c(=O)c2c(ncn2CCNC2=NCCCCC2)n(C)c1=O
    -16.6 | 1.5 | 0.4 | -1.7 | -1.7 | 1.9 | 1 | 1 | -0.5 | 3.5
C1CC(CN2CCOCC2)CN(c2nc3nonc3nc2N2CCSCC2)C1 (stereo unspecified)
    6.9 | -3.6 | 1.7 | -2.0 | -3.4 | 0.1 | 1.1 | 1.1 | -0.4 | -0.7
CCOc1ccc2[nH]c(C)c(CN3CCN(C)CC3)c(=O)c2c1
    . | -1.9 | -0.3 | 6.7 | -1.5 | -2.4 | 1.1 | 1.1 | -0.3 | 0.0
Cc1cc(C)n(-c2ccc(F)cc2CN2CCN(C3CCCC3)C(CCO)C2)n1 (stereo unspecified)
    -3.4 | -4.8 | 0.1 | -4.5 | -5.6 | -0.7 | 0.9 | 0.9 | -0.3 | -0.3
COc1cccc(CNC(=O)C2CCN(S(=O)(=O)c3cccc4cccnc34)CC2)c1
    -6.4 | 0.1 | 1.7 | -5.1 | -7.7 | -4.3 | 1 | 0.9 | -0.3 | 0.5
CCOc1ccc(-c2cc(N3C(=O)Nc4ccccc4N3O)n[nH]2)cc1
    -0.7 | -7.4 | 1.6 | -5.1 | 52.1* | -6.2 | 1 | 1 | 0.1 | -0.1
S=C(Nc1ccccc1Cl)N(CCN1CCCCC1)Cc1ccco1
    -12.1 | -5.2 | -0.1 | -2.5 | -13.7 | 5.0 | 1.1 | 1.1 | -0.4 | -0.1
O=C(c1ccco1)N1N=C(c2ccc(Br)cc2)CC1(O)C(F)(F)F (stereo unspecified)
    -5.0 | -0.5 | 1.4 | 6.8 | -2.5 | -1.0 | 1 | 1 | -0.1 | -2.3
Cc1cc(NC(=O)c2sc(Nc3cccc(C(F)(F)F)c3)nc2N)no1
    9.2 | 3.0 | 2.9 | -5.6 | -11.4 | 0.4 | 1.1 | 0.9 | -0.4 | -0.8
O=C(NCCOc1ccccc1)C(=O)NCC1CCCO1 (stereo unspecified)
    -2.8 | -0.6 | 2.3 | -4.7 | -5.8 | -5.5 | 0.8 | 1 | 0.0 | 0.0
COc1ccc2c(c1)C=C(CN1CCC(CO)(CCc3ccccc3)CC1)CO2
    -10.6 | 0.7 | 1.5 | -7.0 | -3.7 | 20.8 | 0.9 | 1 | -0.2 | 0.1
CCC1C/C(=C\c2cccnc2)C(=O)/C(=C/c2cccnc2)C1 (stereo unspecified)
    -7.9 | -3.4 | -0.8 | 0.4 | -21.6 | 100.4* | 0.8 | 0.9 | 24.9* | -0.5
O=C(CSc1nnc(-c2ccco2)o1)N1CCN(c2ccccc2)CC1
    -11.1 | -1.4 | 3.0 | -2.8 | -7.3 | 4.2 | 1.1 | 1.1 | -0.6 | -1.6
COc1ccc(CN2CCC(CO)(Cc3ccccc3C(F)(F)F)CC2)c(F)c1
    -12.1 | 10.2* | 3.0 | -6.8 | -11.2 | 76.6* | 1.1 | 1 | 0.1 | -3.3
COC(=O)c1cccc(NC(=O)CN2CCN(c3ccc(OC)cc3)CC2)c1
    -23.9 | -3.5 | 1.2 | -10.1 | -8.9 | 2.4 | 1 | 1 | -0.1 | -0.5
CC(=O)Nc1ccc(S(=O)(=O)NNC(=O)c2cccc3ccccc23)cc1
    . | -1.1 | 2.6 | -11.1 | -9.4 | -3.1 | 1 | 1 | -0.4 | -0.1
O=C(COc1ncnc2ccccc12)Nc1cccc(S(=O)(=O)N2CCOCC2)c1
    -7.2 | 3.1 | 1.7 | -1.6 | -14.9 | 2.7 | 0.9 | 0.9 | -0.2 | 0.1
Cn1cnnc1SCC(=O)Nc1ccccc1Sc1ccccc1
    20.9 | -2.0 | 3.4 | -6.3 | -10.6 | . | 0.9 | 0.9 | . | .
Cc1c(/C=N/N=C2\CCC3C4CCc5cc(O)ccc5C4CCC23C)cnn1C (stereo unspecified)
    . | -4.3 | 3.4 | -6.2 | -10.4 | 12.5 | 0.9 | 1 | -0.3 | -0.1
COC(=O)c1cc(C#N)c(OC(C)C)nc1C
    -2.6 | -4.1 | 0.5 | -4.0 | -11.3 | -6.9 | 1.1 | 1.1 | 0.1 | -2.0
Cc1ccccc1OCC(=O)NN1C(=O)C2C3C=CC(O3)C2C1=O (stereo unspecified)
    -6.9 | 0.2 | 1.6 | -5.8 | -19.7 | -3.6 | 1 | 1.2 | -0.1 | -0.3
CCN1CCN(C(=S)c2ccc(SC)cc2)CC1
    . | -4.3 | -0.1 | -4.9 | -8.2 | 91.2* | 0.9 | 1 | -0.2 | 0.1
COc1cc(C(=O)N/N=C/c2ccccn2)cc(OC)c1OC
    -20.6 | -4.8 | 1.2 | -4.6 | -29.0 | 3.8 | 0.7 | 0.7 | 1.1 | -1.5
[O-][n+]1onc2c1CCc1nnccc1-2
    -11.4 | -4.7 | 0.7 | -6.9 | -11.8 | -5.2 | 1 | 1 | -0.2 | 2.5
Cc1nc2sc(C(N)=O)c(N)c2c(C)c1CC(=O)c1ccccc1
    11.3 | -4.0 | 5.0 | -1.7 | -6.6 | 11.3 | 1.7 | 2* | 0.0 | -1.0
COc1ccc(C(=O)C(C)OC(=O)c2cccc(S(=O)(=O)Nc3cc(Cl)c(OC)cc3OC)c2)cc1 (stereo unspecified)
    14.7 | -16.8 | 3.1 | -5.3 | -3.2 | 26.3 | 0.8 | 0.9 | -0.3 | 0.0
O=C(CN1CCN(S(=O)(=O)c2ccc(F)cc2)CC1)Nc1ccccc1F
    10.7 | -3.4 | 2.0 | -5.0 | -11.7 | 1.3 | 1 | 1 | -0.2 | 2.5
Nn1c(SCC(=O)NC2CCCCC2)nnc1-c1ccccc1
    . | 2.4 | 1.8 | -2.8 | -11.7 | -4.1 | 1 | 1 | -0.3 | -2.7
CCOC(=O)c1c(CNc2ccncc2)n(C)c2cc(Br)c(O)cc12
    6.5 | -6.3 | 0.4 | -2.9 | -0.6 | 5.1 | 1 | 1 | -0.1 | -0.3
NC[C@@H]1O[C@H](O[C@H]2[C@@H](O)[C@H](O[C@@H]3[C@@H](O)[C@H](N)C[C@H](N)[C@H]3O[C@H]3O[C@H](CO)[C@@H](O)[C@H](O)[C@H]3N)O[C@@H]2CO)[C@H](N)[C@@H](O)[C@@H]1O
    -10.3 | 6.0 | . | -6.2 | -10.1 | . | 1 | 1 | -0.1 | .
COc1ccc(S(=O)(=O)N2CCOCC2)cc1NC(=O)CN1CCCCCC1
    5.6 | -1.0 | 0.1 | -1.6 | -8.2 | -1.9 | 1 | 1 | -0.3 | 0.4
COc1cc(OC)c(NC(=O)CCNS(=O)(=O)c2cc(Br)cnc2N)cc1Cl
    -9.0 | -0.1 | 0.6 | -5.0 | -1.0 | 40.2 | 0.8 | 0.9 | 0.3 | 1.0
CCCCc1cc(=O)oc2cc(C)cc(OC(C)C(=O)O)c12 (stereo unspecified)
    -26.3 | 3.7 | 3.8 | -3.0 | -5.1 | -9.0 | 0.9 | 0.9 | -0.2 | 3.8
CCOCCCNC(=O)C1CCC(CNS(=O)(=O)c2ccc(Cl)cc2)CC1 (stereo unspecified)
    . | -1.5 | -0.3 | -4.7 | -6.3 | -6.0 | 0.9 | 1 | -0.5 | 0.2
Cc1cc(C(=O)OCC(=O)Nc2cc(S(=O)(=O)N(C)C)ccc2C)c(C)o1
    -2.2 | -4.3 | 0.1 | -1.4 | -9.5 | 2.1 | 1 | 1 | -0.3 | 0.3
O=C(c1cc2nc(-c3ccco3)cc(C(F)(F)F)n2n1)N1CCCCCC1
    -16.4 | 0.9 | 2.5 | -4.0 | 6.5 | 3.7 | 1.1 | 1.2 | -0.2 | -3.0
Cc1cc(C(=O)OCC(=O)NCc2ccco2)c(C)n1-c1ccc(F)cc1
    7.9 | -4.9 | 0.7 | -1.0 | -9.2 | -5.1 | 0.9 | 1 | -0.2 | -1.4
CCOc1ccccc1-n1nnnc1SCC(=O)NC(=O)NCc1ccco1
    -16.6 | -5.2 | 3.9 | -7.9 | -10.6 | 31.4 | 1 | 1 | 0.0 | -3.0
Cc1cc[n+](CCC(=O)O)c2ccccc12
    . | -9.8 | -0.1 | 0.6 | -6.8 | -0.5 | 1.1 | 1.1 | -0.3 | 0.1

Screening data from PubChem.

This is a random part of the collection, and some 12% of all compounds hit somewhere here.
